From PubChem
PglD DTNB – blocks C. jejuni PglD acetyltransferase activity | purified PglD enzyme, DTNB colorimetric CoA detection | inhibition, % at 12.5 µM | AID 602405 | 360,000 tested, 0.098% active; in the data active = inhibition above about 16%, passing the limit was not always enough; also: strong numbers were not always called active
miR-122 sensor – inhibitors of miR-122 in Huh7 cells | Huh7 miR-122 Renilla luciferase sensor, 48 h; neutral wells = 0, positive control = 100 | activation (reporter increase), % at 12.5 µM | 340,000 tested, 0.3% active | AID 602342;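 active = mean replicate activation score at least 90 and every replicate individually at or above 90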;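 also: higher luciferase means less miR-122 activity so hits act as miR-122 inhibitors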
RAD52 inh – inhibitors of human RAD52 DNA annealing; P43351; recombinant RAD52 DNA annealing, FRET fluorescence; inhibition, % at 18.7 µM; 360,000 tested, 0.46% active; AID 651710;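 active = every replicate showing at least 50% inhibition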
Target sequence (P43351 whole entry, looked up): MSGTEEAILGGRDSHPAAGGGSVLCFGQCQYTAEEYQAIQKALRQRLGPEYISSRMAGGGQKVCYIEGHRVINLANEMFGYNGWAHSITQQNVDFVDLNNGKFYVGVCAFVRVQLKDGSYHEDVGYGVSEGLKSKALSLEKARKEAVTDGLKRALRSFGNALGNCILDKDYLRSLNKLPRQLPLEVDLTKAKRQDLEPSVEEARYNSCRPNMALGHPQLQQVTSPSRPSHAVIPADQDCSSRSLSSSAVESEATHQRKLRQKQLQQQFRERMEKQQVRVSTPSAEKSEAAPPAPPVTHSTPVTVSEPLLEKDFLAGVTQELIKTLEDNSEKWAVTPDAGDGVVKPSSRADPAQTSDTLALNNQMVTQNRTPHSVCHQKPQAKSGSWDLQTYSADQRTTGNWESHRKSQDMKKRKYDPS
RAD54 inh – inhibitors of human RAD54 branch migration; Q92698; RAD54 Holliday junction branch migration, FAM/BHQ fluorescence; inhibition, % at 10.4 µM; 360,000 tested, 0.14% active;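 active = mean normalized replicate activity at least 40 and at least half of replicates scoring 40 or more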;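 also: 0% = median of neutral control wells and 100% = median of positive control wells; inhibitors cause a drop in the FAM fluorescence signal; in these data hits start at about 50%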
PGC1a acetyl inh – modulators of PGC1a acetylation | U2OS PGC1a acetylation, AlphaScreen anti-acetyl-lysine; with virally co-expressed GCN5 acetyltransferase | inhibition, % at 15.6 µM | 350,000 tested, 0.17% active | AID 651687;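 active = every replicate shows inhibition of at least 40%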;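 also: 0% = neutral control wells and 100% = positive control wells; some results beyond the cut were filed as inactive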
Cneo AK release – causes C. neoformans cell lysis; lysis activity, % at 15 µM; AID 651654; adenylate kinase release luminescence, 4 h; normalised: neutral wells 0, clomiphene wells 100; 360,000 tested, 0.2% active;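 active = mean lysis activity across replicates of at least 80%, whatever share of replicates individually reach that level; inactive = mean lysis activity below 80%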
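Test system: log-phase Cryptococcus neoformans yeast cells. Input: 5 × 10^6 yeast cells/mL. Medium: fresh YPD growth medium. Doses: single dose. Incubation: static 4 h at 37 °C with compound, 1 h detection. Measured by: luminescent adenylate kinase detection reagent. Read-out: signal increase indicating cell lysis. Benchmarks: Clomiphene.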
E-selectin induc – induces E-selectin expression in human endothelial cells; activation, % at 7.58 µM; HUVEC E-selectin immunofluorescence imaging; normalized: neutral wells 0, TNF-alpha wells 100; P16581; 260,000 tested, 0.37% active; AID 686992;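 active = mean E-selectin-positive cell signal at least 10% of the positive control, reached in at least 60% of replicates, without over 20% cell loss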;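 also: in these data hits start at about 27%; measured in HUVEC primary endothelial cells; signal is the percent of cells scored E-selectin positive by PE staining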
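System: HUVEC, human umbilical vein endothelial cells; quantity: 3,000 cells/well; buffer or medium: EGM-2 medium, gelatin-coated wells; dosing: single-point compound dose; detection: immunofluorescence imaging; evaluation: % PE-positive cells; benchmarks: TNF-alpha, DMSO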
ERAP1 inh – ERAP1 (human) enzyme inhibition; Q9NZ08; recombinant ERAP1, Leu-AMC fluorescence, 60 min; inhibition, % at 10.7 µM; 340,000 tested, 0.15% active; AID 652197;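 active = mean replicate inhibition of at least 30%, or all replicates individually reaching that 30% level; inactive = mean below 30% and not every replicate reaching it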;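 also: 0% = neutral control wells and 100% = L-leucinethiol positive control wells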
Numbers without * were called inactive; i = inactive; . = not tested or not shown; & = joins results of further samples; [ ] = dose if it differs, or a comment. Compounds as they come; any-hit rate near 1.4%.

Values run as follows: PglD DTNB, miR-122 sensor, RAD52 inh, RAD54 inh, PGC1a acetyl inh, Cneo AK release, E-selectin induc, ERAP1 inh
- O=C(O)CC(C(=O)O)n1nc(-c2ccccc2)cc1-c1ccccc1 (stereo not drawn)
 : 0, 1, ., 11, -4, -2, ., .
- Cc1ccccc1N=C1Nc2ccccc2N[C@]12C[C@H]1CCC(=O)N3CC[C@@H](C2)[C@@H]13
 : -2, 7, -14, 7, 1, 2, -0.3, 1
- O=C(O)CC1S/C(=N/N=C/C=C/c2ccccc2)NC1=O (stereo not drawn)
 : 11, ., -5, 9, ., -2, 0.1&-1.1, 4
- CCOc1ccc(N(CC(=O)N2CCCCC2)S(=O)(=O)c2ccc(Cl)cc2)cc1
 : -4, ., -8, 2, ., 0, ., 0
- O=C(C1CCC(CNc2c(N3CCCCC3)c(=O)c2=O)CC1)N1CCN(c2ccccn2)CC1 (stereo not drawn)
 : 0, -3, -5, -6, 3, -4, 0.2, -4
- C[C@H](O)[C@@H]1C(=O)N2CCc3ccc(N4CCN(C)CC4)cc3[C@@H]2C[C@@H]1N(C)C(=O)c1ccco1
 : -11, -8, -5, -5, -28, -1, ., -2
- COc1ccc(NC2CCCN(C(=O)c3ccccc3C(F)(F)F)C2)cc1 (stereo not drawn)
 : -1, 3, 0, 0, 4, 0, 0.1, -2
- CCCN1CCN(C(=O)c2ccc(F)c(S(=O)(=O)N3CCOCC3)c2)CC1
 : 0, 0, -8, 12, 4, -2, -0.1, -3
- COc1cc(Cl)cc(/C=N\NC(=O)c2ccc3c(c2)OCO3)c1O
 : -8, -41, -8, 6, ., -1, 0.7, 12
- CC(=O)NCCc1nc2ccccc2n1Cc1ccc(C)cc1
 : -7, -5, -10, -4, -5, 0, -0.1, 5
- O=C1CC(N2CCN(Cc3ccc4c(c3)OCO4)CC2)C(=O)N1c1cccc2ccccc12 (stereo not drawn)
 : -1, 2, -14, 4, -2, 3, ., -6
- O=C(NCC[C@@H]1CC[C@@H](NC(=O)C2CCOCC2)[C@@H](CO)O1)c1ccc(F)cc1
 : 0, ., 7, 2, -3, -7, 0.0, -5
- CC(C)c1ccc(NC(=O)C2CC2c2ccccc2)cc1 (stereo not drawn)
 : -9, 0, -7, 7, ., -1, ., 1
- COc1cc(OC)c(N2CC(C(=O)Nc3cc(Cl)ccc3N3CCOCC3)CC2=O)cc1Cl (stereo not drawn)
 : ., ., -10, ., -11, ., 13, -2
- N#CCCc1cccc(CCC#N)c1
 : -1, 5, 3, 6, 6, 7, -0.2, -4
- CC(C)Nc1cc(N2CCCC2)ccc1[N+](=O)[O-]
 : -6, 0, i, 1, -6, 0, ., 0
- O=C1Nc2ccccc2S/C1=C/c1cccs1
 : 0, 11, -63, 2, 5, -1, ., 1
- CCOc1ccccc1N(CC(=O)OC)S(=O)(=O)c1ccccc1
 : -3, 10, ., 10, -7, -4, ., .
- CN(C)C(=O)C[C@@H]1C[C@@H]2c3cc(NS(C)(=O)=O)ccc3O[C@@H]2[C@H](CO)O1
 : 4, -1[16.7 µM], 1, 7, -3, -3, 1.4, 1
- COc1ccc(CNS(=O)(=O)c2ccc(-c3ccc(=O)[nH]n3)s2)cc1OC
 : 5, 3, 1, -2, -4, -7, ., -3
- O=C(NC1CCCCC1)c1cc2nc3c(c(C(F)(F)F)n2n1)CCCC3
 : -1, -6, ., -11, 2, 0, ., .
- CC(=O)c1ccc(NC(=O)CSc2nc3[nH]c(=O)cc(O)c3s2)cc1
 : 1, -2, -28, -2, -4, 0, ., 2
- COc1ccccc1NC(=O)c1ccc(Cl)c(S(=O)(=O)N2CCOCC2)c1
 : 1, -3, ., 5, -3, -1, ., .
- CCCOc1ccc(C(=O)NC(=S)Nc2nc(C)c(C(=O)N(C)C)s2)cc1
 : 4, -15, ., -23, -7, -6, ., .
- Cc1cnc(=O)[nH]c1SCc1ccc(C(F)(F)F)cc1
 : 4, -9, -16, ., 2, -1, ., 1
- CC(=O)Nc1cc[n+](C(C)C(=O)c2ccc(Br)cc2)cc1 (stereo not drawn)
 : ., -11, -13, ., ., ., 7.1, 3
- Cc1ccc(NC(=O)C2CSC3(C)CCC(=O)N23)cc1S(=O)(=O)N1CCCCCC1 (stereo not drawn)
 : -5, 22, -5, -7, 1, 4, -0.5, -2
- COc1ccccc1CNC(=O)c1ccccc1N
 : 4, ., -11, -3, 0, -2, ., 1
- Cc1cccc(C)c1NC(=O)CS(=O)CC(=O)Nc1ccc(F)cc1F (stereo not drawn)
 : ., 0, ., -3, -57, 1, 1.5, .
- O=C(Cc1c[nH]c2ccccc12)NCc1ccncc1
 : -5, -1, -14, -10, -6, -1, -0.4, -3
- COc1ccc(OC)c(CCNC(=O)CC2Oc3ccc(C)cc3NC2=O)c1 (stereo not drawn)
 : 4, 3, -11, -7, 0, -4, 0.8, 0
- C[C@@H]1CN([C@@H](C)CO)C(=O)c2ccccc2-c2ccccc2CO[C@@H]1CN(C)S(=O)(=O)c1ccccc1F
 : -2, ., 11, -3, 9, 0, -0.5, 1
- CN1CCN(C(=O)c2cn(C)c3ccc(S(=O)(=O)N(C)C4CCCCC4)cc3c2=O)CC1
 : -8, -3, -11, -10, -8, -1, 0.0, -1
- O=C(Cc1ccc(S(=O)(=O)N2CCCC2)s1)N1CCN(c2ccc(F)cc2)CC1
 : ., 2, -41, ., 5, ., -3.5, -3
- O=C([C@H]1[C@H](CO)[C@H]2Cn3c(ccc(-c4cccnc4)c3=O)[C@@H]1N2CCC(F)(F)F)N1CCCCC1
 : 0, 3[16.7 µM], 9, 2, ., -1, -0.6, 0
- CCC(=O)Nc1ccc2c(c1)C(=O)N(C)C[C@@H](OC)[C@@H](C)CN(C(=O)COC)[C@H](C)CO2
 : 0, ., -23, -4, 5, 3, 0.0, 0
- Cc1cccc(N(C(=O)c2snc(C(N)=O)c2N)C(C(=O)NC2CCCC2)c2ccc(C)o2)c1 (stereo not drawn)
 : 2, -2, -7, 15, -6, 1, 0.0, 3
- CCS(=O)(=O)c1nc(S(=O)(=O)c2ccc(Cl)cc2)c(N2CCc3ccccc3C2)s1
 : 1, -2, 3, -1, 6, 0, -0.2, 0
- CC1CCCN(C(=O)COC(=O)C2CCN(S(=O)(=O)c3c(Cl)cccc3Cl)CC2)C1 (stereo not drawn)
 : 4, -4, -11, 5, 2, 0, ., 0
- CCCN1C[C@H](C)[C@H](OC)CN(C)C(=O)c2ccc(NC(=O)c3cccc(OC)c3)cc2OC[C@@H]1C
 : 4, -10[16.7 µM], 5, 0, -1, 0, 0.1, 5
- Cc1ccc(NC(=S)N(Cc2ccccc2)C(C)C)cc1
 : 4, -1, -13, -2, 4, 2, ., .
- CS(=O)(=O)N1CCCCN2[C@H](CO)[C@H](c3ccc(C4=CCCC4)cc3)[C@@H]2C1
 : -4, 3[16.7 µM], -12, 2, 2, -1, -0.2, 2
- COc1cccc(CNC(=O)C[C@@H]2CC[C@@H]3[C@@H](COc4ccc(NS(=O)(=O)c5ccccc5F)cc4C(=O)N3C)O2)c1
 : 0, -18[16.7 µM], 5, 1, -3, 0, -0.2, 1
- COc1ccc(-c2c(NC(=O)c3ccco3)oc3ccccc3c2=O)cc1
 : 8, -1, -17, -15, -17, 6, 0.2, -2
- CCS(=O)(=O)N1CC(=O)N2[C@@H](CO)[C@H](c3ccc(C#Cc4ccc(F)cc4)cc3)[C@@H]2C1
 : ., ., -24, ., -7, ., 0.1, -4
- COc1ccc2c3c(n(C)c2c1)[C@H](CO)N(C(=O)Nc1ccc(F)cc1)CC31CCN(S(=O)(=O)c2cccs2)CC1
 : ., ., 1, ., 6, ., -0.1, 0
- CCOC(=O)CCCNC(=O)COC(=O)c1ccc(O)cc1
 : -2, 3, -7, -4, 9, 1, ., 9
- O=C(Nc1ccc(F)cc1)c1sc(Cl)nc1-c1ccccc1
 : 1, -7, ., -11, -6, 0, ., .
- O=C(NC1CCS(=O)(=O)C1)c1ccc(Br)o1 (stereo not drawn)
 : 5, 3, 1, 1, -1, 1, ., -5
- COc1ccc(/C=C/C(=O)NC2CCCCCCC2)cc1S(=O)(=O)N1CCOCC1
 : 7, 6, -7, 0, 4, -1, -0.1, -4
- O=C(CC1C(=O)NCCN1Cc1cccc(C(F)(F)F)c1)NCCc1cnccn1 (stereo not drawn)
 : 0, -1, -26, 10, 0, -3, 2.5, -1
- Cc1noc(C)c1S(=O)(=O)Nc1ccc2c(c1)C(=O)N([C@H](C)CO)C[C@@H](C)[C@@H](CN(C)C(=O)CCCN(C)C)OCCCC[C@H](C)O2
 : 1, -4[16.7 µM], ., 11, 6, -6, -0.1, .

An excerpt from above, limited to PglD DTNB, RAD52 inh and miR-122 sensor.
molecule | PglD DTNB | RAD52 inh | miR-122 sensor
O=C(Nc1ccc(F)cc1)c1sc(Cl)nc1-c1ccccc1 | 1 | . | -7
O=C(NC1CCS(=O)(=O)C1)c1ccc(Br)o1 (stereo not drawn) | 5 | 1 | 3

In the list so far, these contain a Cl atom.
Values run as follows: PglD DTNB, miR-122 sensor, RAD52 inh, RAD54 inh, PGC1a acetyl inh, Cneo AK release, E-selectin induc, ERAP1 inh
- CCOc1ccc(N(CC(=O)N2CCCCC2)S(=O)(=O)c2ccc(Cl)cc2)cc1
 : -4, ., -8, 2, ., 0, ., 0
- COc1cc(Cl)cc(/C=N\NC(=O)c2ccc3c(c2)OCO3)c1O
 : -8, -41, -8, 6, ., -1, 0.7, 12
- COc1cc(OC)c(N2CC(C(=O)Nc3cc(Cl)ccc3N3CCOCC3)CC2=O)cc1Cl (stereo not drawn)
 : ., ., -10, ., -11, ., 13, -2
- COc1ccccc1NC(=O)c1ccc(Cl)c(S(=O)(=O)N2CCOCC2)c1
 : 1, -3, ., 5, -3, -1, ., .
- CCS(=O)(=O)c1nc(S(=O)(=O)c2ccc(Cl)cc2)c(N2CCc3ccccc3C2)s1
 : 1, -2, 3, -1, 6, 0, -0.2, 0
- CC1CCCN(C(=O)COC(=O)C2CCN(S(=O)(=O)c3c(Cl)cccc3Cl)CC2)C1 (stereo not drawn)
 : 4, -4, -11, 5, 2, 0, ., 0
- O=C(Nc1ccc(F)cc1)c1sc(Cl)nc1-c1ccccc1
 : 1, -7, ., -11, -6, 0, ., .
